Screens as filed in PubChem.
Granule exo inh = LAMP-1 surface exposure blockers, TALL-104 cells – cell-based, flow cytometry, MLPCN library, primary screen; hit rate 0.66% among 360,000; TALL-104 LAMP-1 surface exposure; cells stimulated with thapsigargin and PMA; inhibition, % at 10 µM;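 active = inhibition above about 55%, limit read from the data; inconclusive = no clear call, values can overlap the other calls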
Vif inh = HIV Vif self-association inhibitors, primary screen, imaging, HEK293T, single point; HEK293T cells, Vif self-association by quenched fluorescence, 24 h; inhibition, % at 7.49 µM; hit rate 0.35% among 340,000; in the data active = inhibition above about 50%, passing the limit was not always enough; inconclusive = no clear call, values can overlap the other calls; inactive = below about 31%; also: some results filed as inactive read as strong as hits
PDI inh = inhibitors of human PDI, primary screen, biochemical, turbidity, single point, plate reader. Protein disulfide-isomerase (Homo sapiens), P07237. PDI insulin aggregation turbidity, A650, 90 min. inhibition, % at 10 µM. hit rate 0.052% among 350,000. AID 588391, 2011;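 active = mean inhibition across replicates of 30% or more, whatever share of single replicates reach that level; inconclusive = mean inhibition below 30% while every single replicate reaches 30%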;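 also: absorbance from insulin aggregation driven by PDI reduction with DTT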
Target sequence (P07237 whole entry, looked up): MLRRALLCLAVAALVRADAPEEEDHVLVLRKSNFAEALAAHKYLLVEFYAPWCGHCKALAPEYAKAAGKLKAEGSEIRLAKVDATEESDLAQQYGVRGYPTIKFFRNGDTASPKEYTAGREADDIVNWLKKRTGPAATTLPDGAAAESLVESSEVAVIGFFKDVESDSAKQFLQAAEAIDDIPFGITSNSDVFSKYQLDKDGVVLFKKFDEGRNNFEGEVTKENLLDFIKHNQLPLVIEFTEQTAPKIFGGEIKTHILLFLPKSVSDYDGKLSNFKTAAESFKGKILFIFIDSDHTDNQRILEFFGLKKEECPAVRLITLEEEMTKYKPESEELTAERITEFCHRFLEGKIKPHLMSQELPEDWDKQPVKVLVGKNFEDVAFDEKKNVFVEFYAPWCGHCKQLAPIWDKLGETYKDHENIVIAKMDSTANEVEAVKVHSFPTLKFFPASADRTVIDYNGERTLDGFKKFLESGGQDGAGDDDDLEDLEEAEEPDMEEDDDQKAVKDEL
hiPSC survival = enhancers of single-cell hiPSC survival, primary screen, ATPlite luminescence; 100% = ROCK inhibitor wells, 0% = DMSO; survival enhancement, % at 20 µM; hit rate 0.044% among 360,000; in the data active = survival enhancement above about 18%;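 also: cells exposed to compounds for 16 hours before the ATP read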
aDG glyco act = activators of alpha-DG glycosylation, primary screen, uHTS, Pro5-aDG cells, AlphaScreen | alpha-DG glycosylation AlphaScreen (IIH6); 0% Pro5, 100% B10-LARGE cell signal | activation, % at 10 µM | hit rate 0.22% among 360,000 | AID 624168, 2012;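 active = activation of at least 8% versus controls, or a plate z-score of at least 8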;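 also: Pro5 are CHO cells carrying HIG-tagged alpha-DG that lacks glycosylation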
Peg3 promoter = Peg3 promoter-driven luciferase inhibitors, primary screen, cell-based, HeLa, luciferase luminescence; HeLa PEG-Prom luciferase reporter, overnight; inhibition, % at 20 µM; hit rate 1.7% among 360,000;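 active = inhibition of at least 50% at 20 µM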
CaV13 ICDI inh = Primary screen for inhibitors of IQ motif and Ca2+-dependent inactivation inhibitor domain binding in CACNA1D, Förster resonance energy transfer in living cells, … | HEK cells, CFP/YFP FRET ICDI-IQ, plate reader, 10 min; percent FRET-ratio fall versus neutral wells | inhibition, % at 12.3 µM | hit rate 0.098% among 340,000 | AID 743397;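 active = mean replicate inhibition of at least 30% and at least 1% of replicates passing that level; inconclusive = only one of the two criteria is met; inactive = neither criterion is met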;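 also: 0% = median of the neutral control wells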
HIF-2a block = HIF-2a reporter inhibitors, primary screen, luminescence, 786-0 RCC cells; 786-0 RCC cells HIF-2a reporter, luciferase luminescence, overnight; inhibition, % at 18.8 µM; hit rate 0.72% among 360,000;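 active = inhibition of the luminescence signal of 40% or more relative to plate controls, in a single-dose primary screen at 18.75 µM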
NR2E3 ag-1 = NR2E3 agonists in two-hybrid cells, primary screen, cell-based, luminescence, CHO-S, Gal4-NCOR/VP16-NR2E3; Photoreceptor-specific nuclear receptor (Homo sapiens), Q9Y5X4; luciferase; inhibition of corepressor binding, % at 3.98 µM; hit rate 0.35% among 360,000; AID 602229, 2012;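 active = inhibition above the mean of all tested compounds plus 3 SD, cut at about 70% in these data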;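 also: 0% = DMSO with NR2E3 transfected cells and 100% = cells lacking NR2E3 construct; higher means lower luciferase signal from less NR2E3 corepressor binding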
Target sequence (Q9Y5X4 whole entry, looked up, the tested form may be a part): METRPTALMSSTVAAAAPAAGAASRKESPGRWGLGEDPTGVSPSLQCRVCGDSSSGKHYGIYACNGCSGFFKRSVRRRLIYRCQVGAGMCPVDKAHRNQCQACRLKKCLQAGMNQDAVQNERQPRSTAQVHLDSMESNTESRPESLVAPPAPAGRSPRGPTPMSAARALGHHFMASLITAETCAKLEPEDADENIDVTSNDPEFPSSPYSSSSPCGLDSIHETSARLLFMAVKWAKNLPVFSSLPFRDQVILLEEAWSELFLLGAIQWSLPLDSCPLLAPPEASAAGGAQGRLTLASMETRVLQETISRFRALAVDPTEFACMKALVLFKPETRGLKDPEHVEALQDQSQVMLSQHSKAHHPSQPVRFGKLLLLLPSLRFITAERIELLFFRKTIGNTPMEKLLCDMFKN
NR2E3 ag-2 = inhibitors of NR2E3-RetCOR corepressor binding, primary screen, NR2E3 agonist project, biochemical, TR-FRET, GST-NR2E3, biotin-RetCOR; AID 2300, 2010; 1536-well; hit rate 0.12% among 320,000; inhibition of corepressor binding, % at 4.78 µM; Photoreceptor-specific nuclear receptor (Homo sapiens), Q9Y5X4;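 active = percent inhibition above the cutoff of mean plus 3 SD of all tested compounds, set per screening campaign, cut at about 20% in these data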;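 also: 0% = DMSO wells and 100% = biotin wells as full block of FRET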
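Material: NR2E3–RetCOR corepressor complex / Incubation: Compound–protein incubation for 5 h at 4 °C / Dosing: compound at 4.8 µM, single dose / Detection: time-resolved FRET / Benchmarks: high control biotin, low control 0.6% DMSO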
TRPM1 prom inh = inhibitors of MITF-dependent TRPM1 promoter reporter, primary screen, cell-based, SK-MEL-5, single point, luciferase | hit rate 0.83% among 330,000 | inhibition, % at 12.5 µM | SK-MEL-5 TRPM1 promoter luciferase, 24 h | AID 488899, 2010;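 active = mean inhibition across replicates of 60% or more, whatever share of single replicates reaches that level; inconclusive = some that reach 60%, reason not given; inactive = mean inhibition across replicates below 60%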; also: values of inactives mirror those of a sister screen read the other way
Active calls of the source: *; ? = inconclusive; nt = no result given.

| smiles | Granule exo inh | Vif inh | PDI inh | hiPSC survival | aDG glyco act | Peg3 promoter | CaV13 ICDI inh | HIF-2a block | NR2E3 ag-1 | NR2E3 ag-2 | TRPM1 prom inh |
| --- | --- | --- | --- | --- | --- | --- | --- | --- | --- | --- | --- |
| Nc1ccc(Cc2ccccn2)cc1 | -1 | 7 | 11 | 3.3 | -0.3 | 15 | -7 | 3 | 0 | 2 | -8 |
| COc1ccc2nc(NC(=O)CN3C(=O)NC4(CCCCC4)C3=O)sc2c1 | 3 | -7 | -4 | -0.5 | 0.4 | -27 | nt | -32 | 1 | -5 | -1 |
| O=C(c1ccco1)N1CCC(c2nc(-c3ccc(F)cc3)no2)CC1 | -3 | 4 | 1 | 2.4 | 2.1 | 4 | -8 | 12 | -49 | 4 | 0 |
| COc1cc(N)c(Cl)cc1C(=O)OC(C)C(=O)Nc1cccc(S(=O)(=O)N2CCOCC2)c1 (stereo unspecified) | -1 | -14 | -3 | 0.4 | 0.0 | 15 | -7 | 19 | 9 | 1 | 0 |
| O=C1/C(=C/c2cccs2)CCC/C1=C\c1cccs1 | 4 | -4 | 5 | 0.3 | -0.3 | -364 | nt | -279 | -104 | 0 | -75 |
| CCC(C)(C)NC(=O)C(c1cccc(OC)c1)N(C(=O)CNC(=O)c1cccs1)c1cccnc1 (stereo unspecified) | 12 | -10 | -3 | 0.2 | -0.1 | 2 | -2 | 3 | -29 | 5 | 6 |
| CC(O)(c1cccnc1)c1nc(-c2cccc(C#N)c2)cs1 (stereo unspecified) | 5 | 0 | 5 | -2.4 | 0.4 | 8 | -5 | -4 | 6 | nt | nt |
| COc1cccc(C2C(C(=O)c3cccs3)=C(O)C(=O)N2CCN2CCOCC2)c1OC (stereo unspecified) | 9 | 4 | -3 | 0.9 | 0.0 | 9 | -1 | 16 | -8 | nt | 9 |
| CC1=Nc2ccc(Br)cc2C(c2ccccc2)N1CC(=O)O (stereo unspecified) | 3 | 1 | -4 | 3.9 | -0.1 | 10 | -6 | 6 | -17 | -4 | 4 |
| CCOc1ccc(N(CC(=O)Nc2cccc(OC)c2)S(C)(=O)=O)cc1 | 6 | 3 | 2 | -0.2 | 0.0 | -60 | -4 | -102 | -47 | 2 | -19 |
| C/C(=N/NC(=O)CCC(=O)Nc1cccc(Cl)c1)c1ccc(C)cc1 | -7 | 5 | 7 | -0.5 | 0.2 | 16 | -5 | 17 | -72 | 0 | 2 |
| COc1cccc(CNC(=O)c2ccc(CS(=O)Cc3ccccc3Cl)o2)c1 (stereo unspecified) | -1 | nt | -1 | 0.9 | -0.4 | -2 | -10 | 11 | 2 | nt | nt |
| Cc1nc(Sc2ccccc2)c(C#N)c(C)c1[N+](=O)[O-] | -14 | 6 | -5 | -0.2 | 0.1 | 3 | -5 | 8 | 4 | 2 | -11 |
| CNC(=O)c1cc2cc(OC)ccc2oc1=N | 2 | -3 | 1 | -0.5 | -0.1 | -1 | -5 | 5 | -8 | 4 | 5 |
| CNC(=O)c1cc2cccc(OC)c2oc1=O | 5 | nt | 2 | 5.2 | 0.2 | -4 | nt | 3 | 7 | -4 | 10 |
| COc1ccc(C(C)(C)C)cc1NC(=O)COC(=O)c1nc2nccc(C)n2n1 | 2 | -8 | -7 | 1.3 | -0.1 | -9 | -6 | 16 | 7 | 2 | 5 |
| CC(Sc1nc(NCc2ccccc2)nc(N2CCOCC2)n1)C(=O)Nc1ccccc1 (stereo unspecified) | -18 | 28 | 1 | -1.9 | -0.3 | 11 | -5 | 15 | 12 | 2 | -5 |
| O=C1NCCN1CCNS(=O)(=O)c1ccccc1[N+](=O)[O-] | 15 | -3 | 5 | 0.5 | 0.1 | -2 | -7 | 12 | -1 | -1 | 5 |
| COc1ccc2cc3cc(C(=O)NCc4ccc5c(c4)OCO5)oc3nc2c1 | -2 | -5 | 28 | 0.4 | -0.1 | -14 | -3 | -39 | -9 | -7 | 8 |
| O=C(Nc1ccccc1Cl)ON=C1c2ccccc2-c2ccccc21 | -2 | 2 | -2 | -2.0 | -0.1 | -106 | nt | -64 | -114 | 2 | -19 |
| CC(=O)N1CCC(C(=O)Nc2cc(C)cc(C)c2)CC1 | 7 | 1 | -5 | 0.8 | 0.2 | -5 | 2 | 4 | 14 | -1 | 5 |
| CC(=O)c1ccc(S(=O)(=O)N2CCC(NC(=O)Nc3cccc(F)c3)CC2)cc1 | 1 | -6 | -41 | 0.3 | 0.0 | 7 | -2 | 21 | -20 | -1 | 0 |
| CCCCOc1ccc(/C=N/NC(=O)c2nnn(-c3nonc3N)c2CN2CCCCCC2)cc1 | 5 | -1 | nt | 0.0 | 0.0 | -19 | -2 | -27 | -25 | 4 | -15 |
| CC1(C)C(C=C(Cl)Cl)C1C(=O)N1CCN(c2ccccc2)CC1 (stereo unspecified) | 4 | -3 | 0 | -0.1 | 0.3 | 16 | -3 | -6 | 3 | 1 | -5 |

Of the compounds above, these contain a cyano group.
| smiles | Granule exo inh | Vif inh | PDI inh | hiPSC survival | aDG glyco act | Peg3 promoter | CaV13 ICDI inh | HIF-2a block | NR2E3 ag-1 | NR2E3 ag-2 | TRPM1 prom inh |
| --- | --- | --- | --- | --- | --- | --- | --- | --- | --- | --- | --- |
| CC(O)(c1cccnc1)c1nc(-c2cccc(C#N)c2)cs1 (stereo unspecified) | 5 | 0 | 5 | -2.4 | 0.4 | 8 | -5 | -4 | 6 | nt | nt |
| Cc1nc(Sc2ccccc2)c(C#N)c(C)c1[N+](=O)[O-] | -14 | 6 | -5 | -0.2 | 0.1 | 3 | -5 | 8 | 4 | 2 | -11 |

The list goes on.
| smiles | Granule exo inh | Vif inh | PDI inh | hiPSC survival | aDG glyco act | Peg3 promoter | CaV13 ICDI inh | HIF-2a block | NR2E3 ag-1 | NR2E3 ag-2 | TRPM1 prom inh |
| --- | --- | --- | --- | --- | --- | --- | --- | --- | --- | --- | --- |
| C=C(C)c1cccc(C(C)(C)NC(=O)NCc2ccncc2)c1 | 6 | -5 | -4 | 0.5 | -0.1 | 12 | -2 | 23 | -15 | 3 | 1 |
| N#CC1=C(N)Oc2n[nH]c(-c3ccc(F)cc3)c2C1c1ccncc1 (stereo unspecified) | 0 | -3 | -3 | 2.2 | -0.3 | 2 | nt | 6 | -33 | 3 | 7 |
| C=CCOC(=O)C1=C(C)NC(SCC(=O)OCC)=C(C#N)C1c1ccc(C)cc1 (stereo unspecified) | 8 | -5 | -8 | 3.4 | 0.0 | 13 | nt | 5 | -9 | -2 | 3 |
| COc1cc(/C=C(\C#N)C(=O)NC(C)C)cc(Cl)c1O | 1 | 15 | 3 | -0.1 | -0.1 | 0 | 48* | 8 | 2 | 4 | 22 |
| COc1cc2cc(C(c3nnnn3C(C)(C)C)N3CCc4ccccc43)c(=O)[nH]c2cc1OC (stereo unspecified) | -3 | 17 | -2 | -2.1 | 0.1 | -36 | -10 | 31 | 3 | 1 | 1 |
| CC(C)(C)C1CCc2c(sc(NC(=O)CSc3nnc(-c4ccccc4)o3)c2C#N)C1 (stereo unspecified) | -1 | 0 | -12 | 1.7 | 0.2 | -17 | -3 | 13 | 8 | 3 | 0 |
| C[C@@H]1CN([C@@H](C)CO)C(=O)CCCn2nncc2CO[C@H]1CN(C)C(=O)Nc1ccccc1C(F)(F)F | 3 | -3 | 8 | 3.3 | -0.1 | -9 | -3 | 7 | 7 | nt | nt |
| CCCc1nnc(NC(=O)CCC(=O)N2CCN(CCOc3ccc(C)cc3)CC2)s1 | 0 | -16 | -5 | -0.3 | 0.8 | 14 | -5 | 15 | 16 | 3 | 19 |
| O=C(/C=C/c1ccccc1)/C=C/c1ccccc1 | 10 | ? | 23 | -3.2 | -0.2 | 110* | -19 | 94* | 13 | 2 | 79* |
| O=C(c1ccco1)N1CCN(C(=O)c2cn(-c3ccccc3)nc2-c2ccccc2)CC1 | 0 | -2 | -4 | -0.5 | 0.7 | -67 | -6 | -120 | -57 | 1 | -30 |
| Cc1[nH]c2ccccc2c1/C=N/NC(=O)CNC(=O)c1cccs1 | -4 | -2 | -5 | 0.1 | -0.2 | 4 | -21 | 19 | 0 | -1 | 7 |
| Cn1c(N)c(C(=O)CSc2nnc(C3CC3)n2-c2ccccc2)c(=O)n(C)c1=O | -4 | -3 | 0 | 2.4 | 0.0 | 12 | -2 | 9 | 6 | 3 | -7 |
| CCOc1ccccc1NC(=O)CN(Cc1ccccc1)S(C)(=O)=O | -4 | 1 | 1 | -1.4 | 0.1 | 13 | -7 | 15 | 11 | 2 | 2 |
| CC1CC(C)CN(S(=O)(=O)c2ccc3c(c2)CCN3C(=O)C2CC2)C1 (stereo unspecified) | -2 | -2 | -1 | 9.6 | 0.6 | 7 | -6 | 9 | 0 | -12 | 12 |
| CCCC(=O)NC(=S)Nc1ccc(N2CCOCC2)c(Cl)c1 | -11 | 0 | -22 | -0.8 | 0.6 | -42 | 4 | -81 | -6 | -1 | -5 |
| Cc1ccc(NC(=O)CNC(=O)c2cccs2)c(O)c1 | -6 | 2 | -8 | -0.6 | 0.0 | 0 | -5 | -4 | 1 | -1 | -4 |
| O=C(CSc1nc2ccccc2[nH]1)c1ccc2c(c1)OCO2 | -2 | 9 | 0 | 3.1 | 0.1 | -284 | -5 | -250 | -46 | -1 | -71 |
| CC(C)(C)c1ccc(C(=O)N2CCC(=O)N([C@H](COCc3ccccc3)Cc3ccccc3)CC2)cc1 | 6 | nt | nt | -0.7 | -0.2 | nt | -7 | 8 | -6 | nt | nt |
| O=C(O)C1=C[C@@H](c2ccc(C(F)(F)F)cc2)C[C@@H](OCc2ccc(CO)cc2)O1 | -1 | -1 | -1 | 0.9 | -0.1 | 6 | -10 | -1 | -10 | -1 | 8 |
| O=C(O)CN1C(=O)CC(Cc2ccc(Cl)cc2)C1=O (stereo unspecified) | 2 | 1 | -4 | 1.0 | -0.3 | 6 | -4 | 15 | -1 | 3 | 4 |
| Cc1cccc(NC(=O)CSc2nnc(-c3ccco3)c(-c3ccco3)n2)c1C | 2 | 6 | -9 | 1.9 | -0.2 | -5 | nt | 0 | -22 | -2 | -6 |
| CC(C)(C)C(=O)N1CCC[C@H]1C(O)(c1ccccc1)c1ccccc1 | -4 | -2 | 5 | 0.1 | 0.7 | 21 | -3 | 24 | -7 | -5 | 0 |
